Screening results from PubChem.
IL-2 act: IL-2 activation; IL-2 activation reporter assay, cell-based qHTS; stimulated with anti-CD3/CD4/CD28 beads; in transgenic mouse T cells; activation, % (series mostly up to about 46 µM); 0.065% of 360,000 active; AID 652025; in the data active = activation above about 50%; inconclusive = mostly about 30% to 49%; note: 0% is about no effect
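EGFP and DsRed fluorescence is measured by plate cytometry in unstimulated transgenic mouse T cells exposed to compound for 60 minutes, then stimulated 18 hours at 37 degrees C with anti-CD3/anti-CD4 beads plus anti-CD28.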
PLK1 PBD inh: inhibitors of human PLK1 polo-box domain binding. P53350. Plk1 PBD binding of FITC phosphopeptide, fluorescence polarization. Potency, µM, for inactives: max response, negative = inhibition, usual class: inhibitors. 2.8% of 360,000 active; note: potency is the fitted concentration of half-maximal effect; series mostly up to about 57 µM; % is set by controls: 0 for no effect and ±100 for the full control effect; nearly all actives have a fitted effect of over 65% in size
D3 ag: D3 dopamine receptor (human) agonism; P35462; D3R DiscoveRx beta-arrestin cells, luminescence, 90 min; max activation, %; 0.58% of 410,000 active; AID 652048; in the data active = max activation above about 30%; note: 0% is about no effect; mostly tested at two doses, the higher about 12 µM
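Cells at 1500/well, incubated overnight, then treated with pinned compounds (dopamine as control) for 90 min at 37 degrees C. DiscoveRx reagent added for 30 - 60 minutes at room temperature; luminescence read.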
WRN inhibitor: inhibitors of human WRN helicase; WRN helicase unwinding, fluorescent forked duplex, kinetic; Potency, µM (doses to about 114 µM), without a hit: at the top dose activity change, negative = inhibition, actives largely listed as inhibitors; 0.46% of 360,000 active; note: potency is the fitted concentration of half-maximal effect; % is set by controls: 0 for no effect and ±100 for the full control effect; nearly all actives have a fitted effect of over 55% in size
Target sequence (Q14191 whole entry, looked up): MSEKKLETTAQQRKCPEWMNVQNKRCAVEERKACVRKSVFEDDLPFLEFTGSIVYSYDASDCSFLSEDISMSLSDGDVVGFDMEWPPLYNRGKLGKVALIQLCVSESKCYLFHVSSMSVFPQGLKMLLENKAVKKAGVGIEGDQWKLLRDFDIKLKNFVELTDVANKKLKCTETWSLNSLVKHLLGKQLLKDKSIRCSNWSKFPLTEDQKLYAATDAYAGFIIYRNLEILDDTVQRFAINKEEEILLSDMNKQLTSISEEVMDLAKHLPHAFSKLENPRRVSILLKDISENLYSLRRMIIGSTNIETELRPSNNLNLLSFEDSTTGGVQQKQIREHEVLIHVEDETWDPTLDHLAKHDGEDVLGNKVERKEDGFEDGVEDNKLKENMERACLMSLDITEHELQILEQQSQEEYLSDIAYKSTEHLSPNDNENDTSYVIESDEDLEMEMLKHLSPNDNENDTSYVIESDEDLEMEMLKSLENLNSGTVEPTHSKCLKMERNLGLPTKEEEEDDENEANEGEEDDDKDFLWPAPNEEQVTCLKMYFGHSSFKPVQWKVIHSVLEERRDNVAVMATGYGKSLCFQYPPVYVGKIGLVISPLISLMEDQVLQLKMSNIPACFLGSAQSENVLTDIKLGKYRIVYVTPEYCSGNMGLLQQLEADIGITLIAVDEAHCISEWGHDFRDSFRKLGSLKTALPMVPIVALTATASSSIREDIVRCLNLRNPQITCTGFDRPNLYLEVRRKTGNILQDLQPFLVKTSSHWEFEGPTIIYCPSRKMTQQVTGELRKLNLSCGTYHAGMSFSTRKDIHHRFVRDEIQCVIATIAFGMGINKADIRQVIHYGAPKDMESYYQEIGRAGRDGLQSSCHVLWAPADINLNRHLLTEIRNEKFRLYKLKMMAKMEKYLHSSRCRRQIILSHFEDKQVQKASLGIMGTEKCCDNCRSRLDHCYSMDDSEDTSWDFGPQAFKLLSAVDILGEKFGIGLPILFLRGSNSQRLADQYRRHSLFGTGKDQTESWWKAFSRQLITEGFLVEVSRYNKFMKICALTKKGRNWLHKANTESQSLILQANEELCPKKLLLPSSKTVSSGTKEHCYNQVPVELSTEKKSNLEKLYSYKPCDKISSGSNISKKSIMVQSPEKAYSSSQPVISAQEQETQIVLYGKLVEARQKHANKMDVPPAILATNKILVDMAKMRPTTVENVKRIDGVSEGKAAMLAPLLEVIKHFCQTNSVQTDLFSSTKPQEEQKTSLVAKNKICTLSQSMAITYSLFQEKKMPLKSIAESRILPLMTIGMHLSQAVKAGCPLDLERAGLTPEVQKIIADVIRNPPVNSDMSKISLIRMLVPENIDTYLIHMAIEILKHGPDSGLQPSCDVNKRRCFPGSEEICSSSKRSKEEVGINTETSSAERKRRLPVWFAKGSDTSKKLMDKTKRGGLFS
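WRN at 20 nM final preincubated with compound 15 min at room temperature; reaction started with 100 nM fluorophore/quencher forked duplex oligonucleotide and 2 mM ATP final. Unwinding followed kinetically by red fluorescence (ex 525, em 598 nm).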
GLP1R cytotox: cytotoxicity counter-screen for GLP-1 receptor inverse agonists; Potency, µM (series often up to 38.3 µM), inactives show at the top dose activity change, negative = inhibition, most hits filed as inhibitors; HEK293 cAMP-luciferase reporter cells, luminescence, 24 h; 0.13% of 410,000 active;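 note: loss of luciferase light is scored as toxicity; potency is the fitted concentration of half-maximal effect; % is set by controls: 0 for no effect and ±100 for the full control effect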
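Quantitative HTS format, 1536 wells, 200 cells/uL seeded. Compounds: 23 nL, 24 h, 37 °C. Detection: luciferase reagent, luminescence at 12 min RT; decreased signal taken as cytotoxic.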
GLP-1R inv ag: inverse agonists of human GLP-1 receptor; P43220; HEK293 GLP-1R CRE-luciferase, luminescence, 24 h; GLP-1R form is constitutively active; Potency, µM (top dose mostly 38.3 µM), inactives show at the highest dose activity change, negative = inhibition, hits mostly inhibitors; 1.6% of 410,000 active; AID 624417; note: potency is the fitted concentration of half-maximal effect; % is set by controls: 0 for no effect and ±100 for the full control effect; nearly all actives have a fitted effect of over 55% in size
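HEK293 cells stably co-expressing constitutively active GLP-1R and a cAMP-responsive luciferase reporter were seeded in DMEM with 10% Nu serum, given compounds after 12 h, and incubated 24 h at 37 deg C. Luminescence was then read.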
DRD3 antagonist: D3 dopamine receptor (human) antagonism; P35462; D3R cells, DiscoveRx beta-arrestin luminescence, antagonist mode; stronger effect = lower value; max response, negative = inhibition, %; 2.5% of 360,000 active; AID 652054; in the data active = max response below about -50%; inconclusive = no clear call, values can overlap the other calls; note: % is set by controls: 0 for no effect and ±100 for the full control effect; mostly tested at two doses, the higher about 12 µM
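Cells expressing the human receptor were seeded at 1500 cells/well, incubated overnight at 37 degrees C in 5% CO2, then exposed to library compounds with dopamine controls for 90 minutes at 37 degrees C before luminescent detection.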
PI5P4K alpha inh: PI5P4K alpha (human) kinase inhibition; 1.2% of 330,000 active; AID 652105; max response, %; PI5P4Kalpha enzyme, ADP-Glo luminescence, 60 min; stronger effect = lower value; P48426; active = max response of -50% or lower; inconclusive = between -30% and -50%; inactive = -30% or higher; note: value at the top dose of about 77 µM; % is set by controls: 0 for no effect and ±100 for the full control effect
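Compounds were pin-transferred onto PI5P4Kalpha and substrate in HEPES pH 7.4 buffer with EGTA, CHAPS and 5% DMSO. ATP (5 microM final) started the reaction, which ran 60 minutes at room temperature before ADP-Glo detection.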
GLP-1R agonist: GLP-1 receptor (human) agonism | AID 624172 | HEK293 GLP-1R CRE-luciferase, luminescence, 4-6 h; cells express a hypersensitive GLP-1R form | P43220 | Potency, µM (top dose mostly 45.6 µM), inactives show at the highest dose activation, actives largely listed as activators | 0.007% of 380,000 active; note: potency is the fitted concentration of half-maximal effect; % of control where 0% means no effect
Active calls of the source: *; u = inconclusive; x = no result given; & = joins results of further samples; [ ] = another dose, or the depositor's remark. Unless noted, calls come from the whole dose curve; as a rule, active = well fitted curve in the direction sought with a large enough effect; inconclusive = small, poorly fitted or top-dose-only effect, or another doubt; inactive = no such curve, though single readings can be large; an effect the other way counts as inactive or inconclusive.

no.	compound	IL-2 act	PLK1 PBD inh	D3 ag	WRN inhibitor	GLP1R cytotox	GLP-1R inv ag	DRD3 antagonist	PI5P4K alpha inh	GLP-1R agonist
1	CCOC(=O)C1C(c2ccccc2)NC(=S)NC1(C)O (stereo not given)	-3.2	-13%	5	5%	8%	0%	10	3	-1%
2	O=C(O)c1cccc(NC(=O)c2cccc(S(=O)(=O)N3CCc4ccccc43)c2)c1	0.8	-4%	-16	-25%	0%	11%	5	u	0%
3	COC(=O)CN(c1ccc(F)cc1)S(=O)(=O)c1ccccc1	3.3	0%	-3	-12%	10%	-7%	2	-2	12%
4	CC(=O)Nc1ccc(C2=NOC(C)(C)C(=O)N2Cc2cccc(C#N)c2)cc1	0.9	3%	4	7%[57.1 µM]	8%	30%	16	1	1%
5	COC(=O)C1=C(C)NC(=O)C1(Nc1nccs1)C(F)(F)F (stereo not given)	-0.1	-7%	-7	-30%[57.1 µM]	6%	-17%	0	1	1%
6	CCN(CC)C(=O)N1c2ccccc2C=Cc2ccccc21	-0.7	-4%	3	3%	-6%	5.6µM*	-21	1	1%
7	COc1ccc(CNCc2cccc(Oc3ccccc3)c2)cc1	-1.1	-12%	-11	-1%	2%	u	u	-9	1%
8	CN(CC(=O)Nc1ccc(F)cc1)C(=O)COC(=O)CNC(=O)c1ccc(Cl)cc1Cl	0.0	-5%	2	-26%	0%	12%	4	-5	0%
9	O=C(NNC(=O)c1ccccc1O)c1ccc(NS(=O)(=O)c2ccc(F)c(F)c2)cc1	-4.2	3%	6	-18%	0%	-12%	3	-8	-6%
10	CCCNC(=O)C1(C)CCN(C(=O)c2ccccc2OC)C1 (stereo not given)	0.7	-8%	1	2%	-4%	7%	-10	-11	-1%
11	NC(N)=N/N=C/c1ccc(OS(=O)(=O)c2ccccc2)cc1	1.5	-2%	-6	-2%	u	6.3µM*	-6	1	-5%
12	O=c1[nH]c(C2CCCN(S(=O)(=O)c3ccccc3)C2)nc2c1nnn2Cc1ccc(OC(F)(F)F)cc1 (stereo not given)	0.0	-10%	-3&7	2%	-18%&4%	12%&18%	15	4	-3%
13	O=S1(=O)CC(N2CCN(Cc3ccccc3F)CC2)CN1Cc1cn(Cc2cccc(C(F)(F)F)c2)nn1 (stereo not given)	-0.9	-3%	1	-5%	0%	6%	2	5	11%
14	CC(C)(C)C(=O)NCCN1CCN(C(=O)C(C)(C)C)CC1	-1.0	-10%	-9	5%	-5%	24%	u	-2	-6%
15	COc1ccc(C(=O)NC(=S)N2CCNC(=O)C2)cc1Br	-0.4	u	-1	3%	8%	47%[activator]	-3	-17	17%
16	O=C1/C(=C/c2ccncc2)CCc2ccccc21	-0.6	-4%	-6	5%[11.6 µM]	0%	9%	5	u	-5%
17	Cc1ccc(-c2nnc(CCC(=O)NCC3C4CC5CC(C4)CC3C5)o2)s1 (stereo not given)	0.1	-9%	-12	6%	-12%	u	0	4	10%
18	CN(C)S(=O)(=O)c1cccc(COC(=O)c2ccc3c(c2)OCO3)c1	-2.9	2%	7	-3%[57.1 µM]	24%	16%	28	1	12%
19	CC(=O)N1CCN(Cc2nc3cc(NS(C)(=O)=O)ccc3n2C)CC1	-1.1	-15%	-10	-5%	2%	10%	2	x	-8%
20	ONC(=Nc1ccccc1Cl)c1ccccc1Cl	-2.5	-8%	-11	-6%	-14%	u	-1	3	15%
21	CC(/C=N/Nc1nnc2c(n1)[nH]c1ccccc12)=C\c1ccco1	1.6	-2%	-3	2%	-1%	6%	-17	x	3%
22	COc1ccc(-c2csc(Nc3cccc(C)n3)n2)cc1OC	0.3	8%	18	-5%	2%	u	43	0	12%
23	CCO[C@@H]1OC(C(=O)O)=C[C@H](c2ccc(Br)cc2)[C@H]1CCCO	-0.4	-2%	18	11%	7%	10%	8	4	9%
24	COc1cc(NS(=O)(=O)c2ccc(NC(=O)COc3ccc(C)cc3)cc2)nc(OC)n1	-0.7	-14%	-1	-1%	-7%	u	-20	x	-1%
25	CC1=C(C(=O)N2CCCCCC2)CC(CC(=O)NCCCCc2ccccc2)C(=O)N1Cc1ccccc1 (stereo not given)	0.8	0%	9	4%	-7%	u	5	0	-1%
26	CC(=O)C1=C(O)C(=O)N(c2ccc(Br)cc2)C1c1cccc([N+](=O)[O-])c1 (stereo not given)	-0.1	-5%	6	7%	5%	-17%	8	-2	-7%
27	O=C(Nc1ccc(F)cc1)c1ccc(C(=O)N2CCCC(O)C2)cc1 (stereo not given)	-0.3	-20%	-6	-4%	-6%	-2%	4	5	-4%
28	CSc1ccc(/C=C/C(=O)OCC(=O)NC2CCS(=O)(=O)C2)cc1 (stereo not given)	1.1	-4%	6	6%	-10%	-7%	2	1	8%
29	O=C(Nc1ccc2c(c1)oc1ccccc12)c1ccc2c(c1)OCO2	-0.5	-6%	-12	-5%	-1%	0%	34	x	-10%
30	CCc1nc2c(OCc3ccc(Cl)cc3Cl)cccn2c1N(C)C(=O)CC(C)C	-0.9	-8%	-7	3%[57.1 µM]	10%	u	u	5	12%
31	Cc1cc(Cl)ccc1NC(=O)COC(=O)c1c(C)noc1C	6.4	0%	-7	11%	-1%	0%	-2	3	4%
32	COc1ccccc1-c1nnc(NC(=O)C(C)SC2=NCCS2)s1 (stereo not given)	-2.6	1%	1	-6%	-5%	17%	-9	-6	1%

In a second layout: 2 of the compounds above.
Values run as follows: IL-2 act | PLK1 PBD inh | D3 ag | WRN inhibitor | GLP1R cytotox | GLP-1R inv ag | DRD3 antagonist | PI5P4K alpha inh | GLP-1R agonist
30: CCc1nc2c(OCc3ccc(Cl)cc3Cl)cccn2c1N(C)C(=O)CC(C)C
→ -0.9 | -8% | -7 | 3%[57.1 µM] | 10% | u | u | 5 | 12%
28: CSc1ccc(/C=C/C(=O)OCC(=O)NC2CCS(=O)(=O)C2)cc1 (stereo not given)
→ 1.1 | -4% | 6 | 6% | -10% | -7% | 2 | 1 | 8%

The list goes on.
no.	compound	IL-2 act	PLK1 PBD inh	D3 ag	WRN inhibitor	GLP1R cytotox	GLP-1R inv ag	DRD3 antagonist	PI5P4K alpha inh	GLP-1R agonist
33	COC(=O)c1sc(NC(=O)c2csc3c2CCCC3)nc1C	1.2	-13%	2	-4%	-6%	0%	-7	x	8%
34	Cc1cc(C)c(S(=O)(=O)N2CCCCC2)cc1N(C)S(=O)(=O)c1ccc(Cl)cc1	-3.7	14%	-5	1%	-8%	13µM*	5	-6	-3%
35	O=C1CCC(=O)N1CCSC(=S)N1CCSCC1	-1.6	-1%	1	5%	u	11%	13	1	4%
36	COc1ccc2nc(C)cc(Sc3nc4ccccc4s3)c2c1	-6.4	24µM*	5	4%	u	u	-22	-3	8%
37	Cn1cc(-c2csc(C(O)c3ccc(F)cc3)n2)cn1 (stereo not given)	-0.2	-3%	16	3%	-2%	9%	43	1	-5%
38	COC(=O)C(O)(CC(=O)Nc1cccc(SC)c1)C(F)(F)F (stereo not given)	-1.0	-1%	5	-4%	-34%	0%	9	x	-5%
39	O=c1[nH]c(N2CCOCC2)nc2ccccc12	0.2	-8%	-3	7%	2%	6%	-8	-5	0%
40	O=C(COC(=O)C1=COCCO1)Nc1ccc(OC(F)F)cc1	-0.5	-4%	1	5%	8%	1%	-3	-14	1%

Record cards, as listed above. Order of screens: IL-2 act, PLK1 PBD inh, D3 ag, WRN inhibitor, GLP1R cytotox, GLP-1R inv ag, DRD3 antagonist, PI5P4K alpha inh, GLP-1R agonist
Cc1cc(Cl)ccc1NC(=O)COC(=O)c1c(C)noc1C as listed: 6.4, 0%, -7, 11%, -1%, 0%, -2, 3, 4%
Cc1ccc(-c2nnc(CCC(=O)NCC3C4CC5CC(C4)CC3C5)o2)s1 (stereo not given) as listed: 0.1, -9%, -12, 6%, -12%, u, 0, 4, 10%
CCc1nc2c(OCc3ccc(Cl)cc3Cl)cccn2c1N(C)C(=O)CC(C)C as listed: -0.9, -8%, -7, 3%[57.1 µM], 10%, u, u, 5, 12%
COc1ccc2nc(C)cc(Sc3nc4ccccc4s3)c2c1 as listed: -6.4, 24µM*, 5, 4%, u, u, -22, -3, 8%

(cont.)
no.	compound	IL-2 act	PLK1 PBD inh	D3 ag	WRN inhibitor	GLP1R cytotox	GLP-1R inv ag	DRD3 antagonist	PI5P4K alpha inh	GLP-1R agonist
41	Cc1cc(OCCOCCNCc2ccccc2)ccc1C(C)C	-4.9	3%	-1	5%	u	u	17	3	6%
42	Cc1c(N=Cc2ccccn2)c(=O)n(-c2ccccc2)n1C	-0.6	-4%	1	1%	-4%	17%	-7	x	-7%
43	c1ccc2[nH]c(NCCCN3CCOCC3)nc2c1	2.8	1%	0	-3%	-1%	6%	6	x	-12%
44	COc1ccc(S(=O)(=O)N2CCC(O)(c3ccc4c(c3)OCO4)CC2)cc1	0.8	0%	17	2%	11%	-11%	-11	x	9%
45	CCCCN(C(=O)c1cccc(-n2cnnn2)c1)c1c(N)n(CC(C)C)c(=O)[nH]c1=O	-0.5	-15%	2	7%	-24%	2%	4	0	-1%
46	Cc1cccc(-n2c(Cc3cc(=O)[nH]c(=O)[nH]3)nnc2SCC(=O)N2CCCCC2)c1	-3.0	-12%	3	4%	4%	-9%	-12	4	-5%
47	O=C(C1CCCN(S(=O)(=O)c2cnc[nH]2)C1)N1CC(=O)N(CCc2ccccc2)C(=O)C1 (stereo not given)	-1.5	-5%	3	1%	1%	17%	18	6	-4%
48	COc1ccc(C(C)=O)cc1CSc1nnc(Nc2ccccc2C)s1	-4.7	-13%	-3	-5%	-30%	u	-7	-14	-3%
49	COc1cc(CN2CCN(C(c3ccccc3)c3ccccc3)CC2)cc(OC)c1OC	-2.1	-2%	-3	-4%	-7%	u	-85*	7	-4%
50	Cc1cc(=O)oc2cc(OCC(=O)N3CCCC(C)C3)ccc12 (stereo not given)	-0.3	-3%	-3	8%	-2%	9%	-22	9	-1%
51	Cc1cc(C(=O)N2CCC2(C)C(=O)Nc2cccc3ccccc23)nn1C (stereo not given)	0.6	0%	4	4%[57.1 µM]	6%	2%	13	1	-6%
